PKA-R2B activ: activates the human PKA-R2B holoenzyme complex | AID 504700 | activation, % at 11.4 µM | 340,000 tested, 0.079% active | P22694+P31323 | PKA-R2B holoenzyme dissociation, Cy5-IP20 fluorescence polarization; R2B truncated from residue 108, S112A mutant; 0% DMSO only, 100% 113 µM cGMP;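 active = activation above a cutoff set at the mean over all compounds plus 3 SD, cut at about 18% in these data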;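 also: higher means more holoenzyme dissociation and a rise in polarization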
dFosB activator: activators of mouse delta FosB homodimer; P13346; purified delta FosB, TAMRA-CDK5 oligo fluorescence polarization; percent of positive-control signal above neutral wells; activation, % at 25 µM; 340,000 tested, 0.99% active;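 active = mean activation above about 17%, with every replicate also reaching it, limit read from the data, passing the limit was not always enough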;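 also: fluorescence polarization rise as delta FosB binds a TAMRA Cdk5 AP-1 oligo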
Target sequence (P13346 whole entry, looked up): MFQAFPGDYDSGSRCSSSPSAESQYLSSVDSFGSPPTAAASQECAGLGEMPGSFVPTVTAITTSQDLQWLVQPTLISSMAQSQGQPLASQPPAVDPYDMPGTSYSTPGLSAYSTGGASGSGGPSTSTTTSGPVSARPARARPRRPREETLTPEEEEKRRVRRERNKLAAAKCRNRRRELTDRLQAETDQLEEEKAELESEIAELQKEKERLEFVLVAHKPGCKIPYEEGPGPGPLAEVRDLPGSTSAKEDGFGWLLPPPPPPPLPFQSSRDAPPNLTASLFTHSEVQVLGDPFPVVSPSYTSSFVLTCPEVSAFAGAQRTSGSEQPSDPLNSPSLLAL
Mot1-301 SUMO: blocks SUMOylation pathway, rescuing yeast Mot1-301 growth; growth rescue, % at 18.8 µM; 320,000 tested, 1% active; S. cerevisiae Mot1-301 growth rescue, ATP luminescence, 38.5C; percent above DMSO median, 100 means doubled;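 active = every valid replicate shows activation above 250% relative to neutral control wells; inactive = the rest, any valid replicate at or below 250%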;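 also: OY570 slx delta 5 strain wells were the positive control but not used for scaling; some compounds called inactive have numbers as strong as hits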
MITF act: activators of MITF-driven TRPM1 promoter activity in SK-MEL-5 cells; SK-MEL-5 TRPM1-promoter luciferase, 24 h; % of positive control, neutral wells = 0; activation, % at 12.5 µM; 300,000 tested, 0.75% active;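 active = mean activation of at least 80% with every replicate also reaching 80%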;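 also: 0% = neutral control wells and 100% = parthenolide positive control wells; values of inactives mirror those of a sister screen read the other way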
DSG3 Ab inh: blocks pemphigus antibody binding to human desmoglein-3. binding (percent of control), % at 10 µM. P32926. 310,000 tested, 0.48% active. DSG3-coupled beads, scFv-anti-DSG3-GFP binding, flow cytometry; hits give low values. AID 588358;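 active = binding more than 3 SD below its plate's average and above zero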;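 also: hits lower antibody fragment binding to DSG3; some compounds called inactive have numbers as strong as hits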
NSD2 inh: inhibitors of human histone methyltransferase NSD2; O96028; NSD2 peptide methylation, AlphaScreen, 120 min; inhibition, % at 12.5 µM; 310,000 tested, 0.54% active; AID 743445; in the data active = inhibition above about 50%
Arr AP2 block: inhibitors of human beta-arrestin and AP2 interaction. 340,000 tested, 0.31% active. AID 504490. FITC-arrestin peptide / GST-AP2 beads, flow cytometry; AP2 beta2 appendage carries R879A mutation. inhibition, % at 10 µM;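 active = inhibition above a set limit, near 3 SD of compounds lacking own fluorescence, cut at about 54% in these data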;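 also: plate controls were DMSO wells for no effect and 5 µM unlabelled arrestin peptide for full effect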
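System: GST-AP2 R879A bound to glutathione beads, E. coli-expressed. Also added: 50 nM FITC-arrestin peptide. Schedule: compound with beads 12 min RT, then probe 1 h RT. Signal: bead flow cytometry, FITC channel. Read-out basis: percent response.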
SR-BI DiI-HDL act: SR-BI HDL lipid transfer activation; CHO ldlA[mSR-BI] cells, DiI-HDL uptake fluorescence, 3 h; 100 = double the neutral-control signal; activation, % at 12.5 µM; 320,000 tested, 0.096% active;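 active = mean replicate activation of at least 60% and every replicate at or above 60%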;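 also: 0% = median plate neutral-control signal and 100% = twice that signal; values of inactives mirror those of a sister screen read the other way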
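material = CHO ldlA[mSR-BI] cells | medium = Ham's F12 with 0.5% BSA, HEPES 25 mM, pH 7.4 | reagent = fluorescent DiI-HDL, 10 µg/mL final | compound dosing = single-point compound dose | incubation = 3 h, 37 °C | measured by = bottom-read fluorescence, 550/595 nm | measure = HDL uptake via cellular fluorescence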
SR-BI HDL uptake: blocks mouse SR-BI lipid uptake from DiI-HDL | 320,000 tested, 0.96% active | inhibition, % at 12.5 µM | ldlA[mSR-BI] CHO cells, DiI-HDL uptake fluorescence, 3 h;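 active = mean replicate inhibition of at least 70% and a set share of replicates each scoring 70 or more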;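 also: 0% = median of neutral control wells and 100% = median of positive control wells; values of inactives mirror those of a sister screen read the other way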
CDK5 inh: CDK5/p35 (human) kinase inhibition. 330,000 tested, 0.01% active. inhibition, % at 10 µM. Q00535+Q15078. Recombinant CDK5/p35, ADP-Glo luminescence, 60 min;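 active = highest replicate inhibition of at least 50% and at least 75% of replicates reaching 50%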;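 also: plate controls were DMSO neutral control for no effect and GW8510 at 10 µM for full effect; many of its hits are not listed in these tables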
Target sequence (Q00535 whole entry, looked up): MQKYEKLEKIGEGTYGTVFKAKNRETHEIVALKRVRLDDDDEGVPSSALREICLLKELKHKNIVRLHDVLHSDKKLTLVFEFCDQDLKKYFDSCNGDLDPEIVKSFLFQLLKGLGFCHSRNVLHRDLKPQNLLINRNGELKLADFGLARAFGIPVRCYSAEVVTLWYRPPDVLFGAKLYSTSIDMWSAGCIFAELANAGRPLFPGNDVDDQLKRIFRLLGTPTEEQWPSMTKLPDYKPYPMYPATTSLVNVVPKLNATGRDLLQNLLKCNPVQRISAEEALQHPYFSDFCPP
Target sequence (Q15078 whole entry, looked up): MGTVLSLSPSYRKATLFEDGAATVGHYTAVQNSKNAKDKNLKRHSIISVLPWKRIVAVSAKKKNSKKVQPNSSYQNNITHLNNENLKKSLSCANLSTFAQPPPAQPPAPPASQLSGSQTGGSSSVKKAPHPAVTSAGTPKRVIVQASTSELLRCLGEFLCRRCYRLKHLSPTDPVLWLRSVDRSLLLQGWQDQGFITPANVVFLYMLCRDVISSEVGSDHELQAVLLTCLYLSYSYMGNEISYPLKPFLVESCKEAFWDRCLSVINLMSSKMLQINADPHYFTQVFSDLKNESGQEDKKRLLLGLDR
PKA-R1A act: activates the PKA-R1A holoenzyme complex; activation, % at 11.4 µM; PKA-R1A dissociation, Cy5-IP20 fluorescence polarization; scaled: DMSO 0%, 113 µM cGMP 100%; P00514+P68181; 340,000 tested, 0.083% active; AID 504707;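 active = percent activation above the mean of all tested compounds plus 3 SD, cut at about 19% in these data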;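 also: higher means more PKAc released from R1A so a rise in polarization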
Starred values were filed as active, the others as inactive; x = no result given; & = joins results of further samples. Hits appear at their usual frequency (roughly 4.7% active in at least one column).

SMILES | PKA-R2B activ | dFosB activator | Mot1-301 SUMO | MITF act | DSG3 Ab inh | NSD2 inh | Arr AP2 block | SR-BI DiI-HDL act | SR-BI HDL uptake | CDK5 inh | PKA-R1A act
Cc1ccc(CSc2ccc(C(=O)N3CCOCC3)cc2[N+](=O)[O-])cc1 | -11 | -3 | -12 | 18 | 129 | 0 | 3 | 11 | -11 | -1.3 | -6
O=C1CCCc2nc(N3CCCCC3)sc21 | -8 | -3 | -19 | 18 | 112 | -3 | 0 | -15 | 15 | 0.3 | -4
N#C/C(=C/C=C/c1ccccc1)C(=O)Nc1ccccc1 | 10 | -13 | -3 | 4 | x | 5 | 21 | -11 | 11 | -2.1 | -1
CCN(CC(=O)Nc1cc(Cl)ccc1C)C(=O)c1cc([N+](=O)[O-])ccc1N1CCOCC1 | -6 | -1 | -14 | -5 | 112 | 3 | 4 | -25 | 25 | -3.3 | -3
CCOc1c(Cl)cc(CNCC(C)C)cc1OC | 4 | -10 | 70 | -5 | 100 | 4 | 14 | -1 | 1 | 1.7 | 1
C=CCN(C(=O)Cn1nc(C)n2c(cc3cc(C)ccc32)c1=O)c1ccccc1 | -6 | -12 | 12 | 1 | 107 | -1 | 35 | -4 | 4 | x | -12
O=C(/C=C/Nc1ccc(F)cc1)c1ccco1 | -2 | 1 | -14 | 23 | 95 | 2 | -29 | 6 | -6 | 0.1 | -1
CCOC(=O)c1cc(C#N)c(SC)nc1C | 6 | -1 | 4 | 6 | x | -6 | 33 | 14 | -14 | 0.6 | -11
COc1ccc(/C=N/NC(=O)c2cccnc2)c(C(=O)O)c1OC | -4 | -6 | -1 | -5 | 96 | -1 | -13 | x | x | -2.1 | -1
CC1(C)Oc2ccc(C(=O)NC3CCCC3)cc2N(CC(=O)NC2CCCCC2)C1=O | -5 | 10 | -4 | -9 | 96 | -1 | 27 | 15 | -15 | 1.1 | -10
Cc1cc(C)cc(N(CC(=O)NCc2ccco2)C(=O)CCC(=O)Nc2ccccn2)c1 | -1 | -6 | x | x | 106 | 1 | 26 | 15 | -15 | 0.5 | -6
Cc1ccc(F)cc1NC(=O)CSc1nnc(CNC(=O)c2ccco2)n1C | 6 | 0 | 2 | -5 | 108 | -1 | -14 | 22 | -22 | -0.7 | -2
Cc1cc(O)c(-c2cc(C(=O)Nc3ccc(S(=O)(=O)N4CCOCC4)cc3)[nH]n2)cc1C | -2 | 25* | 10 | x | 97 | 0 | 36 | -47 | 47 | 0.6 | -1
CCc1ccc(N(C(=O)c2csnn2)C(C(=O)NC2CCCCC2)c2cccnc2)cc1 (configuration not stated) | 1 | -8 | 69 | 5 | 128 | 31 | -4 | x | x | 1.2 | 17
Cc1sc2nc(-c3ccco3)oc(=O)c2c1C | -5 | -10 | -2 | -8 | x | -1 | -4 | 25 | -25 | 1.7 | 3
COc1ccccc1CC(=O)Nc1ccc(-c2nnc(-c3ccco3)o2)cc1 | -23 | -9 | -20 | x | x | -5 | 2 | -44 | 44 | -1.1 | -13
O=C(CCN1C(=O)c2ccccc2S1(=O)=O)NCc1ccc(F)cc1 | 10 | -3 | x | 17 | 96 | -4 | 4 | 3 | -3 | -0.5 | 4
c1ccc(Cn2nnc3c(NCC4CCCO4)nc(C4CC4)nc32)cc1 (configuration not stated) | -2 | -5 | 84 | -3 | 104 | 0 | 3 | 10 | -10 | 0.4 | 0
O=C(c1cc2nc(-c3ccccc3)cc(C(F)(F)F)n2n1)N1CCOCC1 | -5 | -2 | 10 | 35 | x | -4 | 8 | -28 | 28 | 1.2 | -1
Cc1nnc(SCC(=O)N2c3ccccc3CC2C)[nH]c1=O (configuration not stated) | -11 | -6 | -25 | -3 | 105 | 0 | 1 | -14 | 14 | 1.4 | -10
COC(=O)c1ccc(NC(=O)CN(C2CCCCC2)S(C)(=O)=O)cc1 | -20 | -7 | -2 | -10 | 95 | -1 | 0 | 17 | -17 | 0.8 | -3
Cc1ccc(SCCc2cc[n+](CC(=O)c3ccccc3)cc2)cc1 | -7 | -3 | 65 | -4 | 142 | 18 | 10 | 10 | -10 | 6.3 | 2
O=C(Nc1ccc(Br)cc1)c1cccc(NC(=O)C2C3CC4OC(=O)C2C4C3)c1 (configuration not stated) | -8 | -3 | -14 | 30 | 96 | -1 | 1 | -19 | 19 | 2.0 | -10
C/C=C(\C)C(=O)OC1c2c(ccc3ccc(=O)oc23)OC(C)(C)C1OC(C)=O (configuration not stated) | 0 | -11 | 171 | -4 | x | -3 | -3 | 7 | -7 | 1.1 | -2
COc1ccc(C(CC(=O)O)n2cnnn2)cc1 (configuration not stated) | 1 | 9 | -10 | -4 | 99 | 0 | 9 | 10 | -10 | 1.0 | -13
CC1(c2nnc(Cc3ccccc3)o2)CC(c2ccc(OC(F)(F)F)cc2)=NO1 (configuration not stated) | -1 | -4 | -4 | -7 | 99 | x | 31 | -19 | 19 | -0.4 | 5
CCCn1c(=O)c(C(=O)c2ccccc2)nc2ccccc21 | -6 | -4 | x | -2 | 95 | 9 | 14 | -7 | 7 | 3.5 | -3
COc1ccc(N(CC(=O)Nc2ccccc2C(=O)N2CCCC2)S(C)(=O)=O)cc1 | -8 | 2 | 225 | 0 | 92 | -2 | -1 | 16 | -16 | 0.2 | -8
Cc1ccc(-n2nc(N)c3c(=O)oc(N(C)C)nc32)cc1 | 0 | -4 | 9 | x | 97 | 6 | 6 | -30 | 30 | -2.2 | 5
Cc1nc(SCCO)c2oc3ccccc3c2n1 | -7 | -25 | -14 | 9 | 108 | 1 | 5 | -9 | 9 | 0.0 | 2

Compound profiles (already shown). Screens in order: PKA-R2B activ	dFosB activator	Mot1-301 SUMO	MITF act	DSG3 Ab inh	NSD2 inh	Arr AP2 block	SR-BI DiI-HDL act	SR-BI HDL uptake	CDK5 inh	PKA-R1A act
Record of `CCN(CC(=O)Nc1cc(Cl)ccc1C)C(=O)c1cc([N+](=O)[O-])ccc1N1CCOCC1` → -6	-1	-14	-5	112	3	4	-25	25	-3.3	-3
Record of `COc1ccc(C(CC(=O)O)n2cnnn2)cc1` (configuration not stated) → 1	9	-10	-4	99	0	9	10	-10	1.0	-13
Record of `COc1ccc(/C=N/NC(=O)c2cccnc2)c(C(=O)O)c1OC` → -4	-6	-1	-5	96	-1	-13	x	x	-2.1	-1

(listing goes on)
SMILES | PKA-R2B activ | dFosB activator | Mot1-301 SUMO | MITF act | DSG3 Ab inh | NSD2 inh | Arr AP2 block | SR-BI DiI-HDL act | SR-BI HDL uptake | CDK5 inh | PKA-R1A act
CCCCC(=O)Nc1ccc(Cl)cn1 | 4 | -2 | 130 | 28 | 98 | -3 | -4 | -26 | 26 | 1.3 | 8
CC(NC(=O)c1ccco1)C(=O)O (configuration not stated) | -10 | 7 | -4 | 14 | 102 | x | 32 | 34 | -34 | -1.4 | 0
CN(Cc1ccccc1)C(=O)COC(=O)c1ccc(Cl)cc1N | -7 | -1 | x | 16 | 113 | -4 | -22 | 1 | -1 | -0.7 | -7
COc1ccc(Nc2nc(C(=O)N3CCc4ccccc4C3)cs2)cc1 | -8 | -13 | -6 | -2 | 101 | 7 | -15 | 18 | -18 | -2.7 | 1
COc1ccc(-c2cc(=O)[nH]c(=S)[nH]2)cc1 | 8 | 7 | 35 | 13 | 100 | -3 | 4 | 26 | -26 | 1.6 | -2
C/C(=N\NC(=O)c1cccnc1)c1ccc(C)c([N+](=O)[O-])c1 | -5 | -5 | -7 | -7 | 98 | 3 | 7 | 7 | -7 | -0.5 | -7
O=C(O)CN1C(=O)COc2cc(S(=O)(=O)N3CCCC3)ccc21 | -7 | -1 | 6 | x | 104 | x | -8 | 14 | -14 | -0.1 | 8
CC(=O)Nc1ccc(C(=O)/C=C/c2ccco2)cc1 | -5 | 2 | 14 | 19 | 87 | 8 | 5 | 8 | -8 | -5.6 | -22
COc1ccc(Cl)cc1NC(=O)C1CSC(c2ccncc2)=N1 (configuration not stated) | 3 | -15 | 9 | 5 | 102 | x | 6 | -22 | 22 | 0.6 | -14
CCC(C)NC(=O)C1CC(=O)N(CCc2ccc(F)cc2)C1 (configuration not stated) | -3 | -2 | 8 | -20 | 103 | -2 | 20 | 50 | -50 | -2.5 | -12
CC(=O)Nc1ccc(NC(=O)Cn2cc3c(n2)CCCC3)cc1 | -2 | -2 | 38 | -11 | 111 | 4 | 39 | -7 | 7 | -1.4 | -11
COc1ccc(C2CC(=O)Oc3c(C(CCN4CCCCC4)c4ccc(N(C)C)cc4)c(OC)cc(OC)c32)cc1 (configuration not stated) | 0 | -2 | -30 | 0 | 105 | x | 4 | 15 | -15 | -0.2 | 8
COc1c(CC=C(C)C)cc(C2CC(=O)c3c(O)cc(O)cc3O2)cc1CC=C(C)C (configuration not stated) | 0 | -10 | 125 | 10 | x | x | -6 | -42 | 42 | -1.1 | 16
NC1=NC(c2ccc(Br)cc2)n2c(nc3ccccc32)N1 (configuration not stated) | -4&9 | 0&-7 | 5 | -5&-12 | 95&101 | 1&1 | 2&4 | -12&-2 | 12&2 | 2.8&0.0 | -6&-10
CCOc1ccc(CCNC(=O)COC(=O)Cc2ccc(OC)c(OC)c2)cc1OCC | -2 | -12 | 353 | -7 | 106 | 0 | 3 | 7 | -7 | 0.9 | 7
COc1cc(NC(=O)CN2CCN(S(=O)(=O)c3ccc(C(C)C)cc3)CC2)cc(OC)c1 | -9 | -8 | 28 | 6 | x | 0 | -11 | -10 | 10 | 0.0 | 8
COc1cccc(CC2(CO)CCN(Cc3cn(C)nc3C)CC2)c1 | -5 | -4 | -3 | 4 | x | -2 | 6 | -6 | 6 | -3.0 | -3
Cc1ccc(NC(=S)NC(=O)C2CCC2)cc1C | 7 | -9 | 35 | 113* | 98 | -1 | 40 | -3 | 3 | 1.4 | 1

Source: PubChem BioAssay
